# Assay outcomes: PubChem BioAssay, National Center for Advancing Translational Sciences (NCATS)
# Abeta rescue = compounds reversing amyloid beta toxicity in yeast. Potency, µM (series often up to 46.1 µM), for the others: top-dose growth rescue, hits mostly activators. yeast expressing A-beta42, growth rescue, OD600, 48 h; response scale: 0% DMSO, 100% iron-clioquinol control. hit rate 0.063% among 410,000; note: potency is the fitted concentration of half-maximal effect; nearly all actives have a fitted effect of over 55% in size
#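 Yeast A-beta toxicity model in growth medium with pinned compounds, 48 h at 30 C; growth read as absorbance at 600 nm. Normalized to FeCl3/clioquinol equimolar mix (positive) and DMSO (negative).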
# pAkt inh = blocks phosphorylation of Akt. hit rate 0.32% among 360,000. Neuro2A IGF-stimulated pAkt S473 HTRF, 20 min; stronger effect = lower value. activity change, % for hits at 50 µM; in the data active = activity change below about -80%; inconclusive = mostly about -51% to -80%; note: % is set by controls: 0 for no effect and ±100 for the full control effect
#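 Neuro2A cells (4,500/well, DMEM with 0.5% FBS) were treated with compound at a single 50 µM final concentration, stimulated with 6 nM IGF for 20 min at 37 °C, and lysed. Phospho-Akt Ser473 was read by HTRF as 665/615 ratio ×10^4.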
# A549 viability = A549 cytotoxicity, counter-screen for Nrf2 inhibitors; A549 ARE-Fluc cells, CellTiter-Fluor viability, 18-24 h; Potency, µM (top dose mostly 46 µM), without a hit: at the top dose activity change, negative = cytotoxicity, usual class: inhibitors; hit rate 0.16% among 390,000; note: potency is the fitted concentration of half-maximal effect; % is set by controls: 0 for no effect and ±100 for the full control effect
#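 Cytotoxicity counterscreen: CellTiter-Fluor fluorescence was measured in A549 ARE_Fluc cells after 18-24 h of compound exposure in a concentration series. The subsequent BugLite luminescent read reports ARE-luciferase activity.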
# Nrf2 inh = inhibitors of Nrf2 signaling. Potency, µM (doses to about 46 µM), inactives show at the highest dose activity change, negative = inhibition, hits mostly inhibitors. AID 504444. A549 ARE-Fluc reporter, luciferase luminescence, 18-24 h. hit rate 2.1% among 360,000; note: potency is the fitted concentration of half-maximal effect; % is set by controls: 0 for no effect and ±100 for the full control effect; nearly all actives have a fitted effect of over 60% in size
#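 Reporter: ARE-Fluc in A549. Exposure: 18-24 h, 37 °C, 5% CO2, 5% FBS OPTI-MEM. Readouts: fluorescent cytotoxicity (CellTiter-Fluor), then luminescent Nrf2 signal after BugLite.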
# CCT modulator = modulators of cytosolic chaperonin (CCT/TRiC) activity; purified chaperonin ATPase assay, HTRF ADP detection, 30 min; hit rate 0.3% among 360,000; activity change, % (test concentration not listed), hits read low; AID 651819; in the data active = activity change below about -30%; note: % is set by controls: 0 for no effect and ±100 for the full control effect
#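 First, chaperonin was dispensed at 40 nM or 20 nM final depending on batch activity. Next, compounds were pinned at 76 uM and ATP added at 10 uM. After 30 min at 37 °C, ADP detection reagents ran 30 min at ambient temperature.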
# TGFb SMAD3 inh = inhibitors of TGF-b signaling | HepG2 CAGA-GFP TGF-b/SMAD3 reporter, GFP fluorescence, 18 h; TGF-beta stimulated, 500 pg/mL final | Potency, µM (top dose mostly 46.1 µM), for inactives: top-dose activity, negative = inhibition, most hits filed as inhibitors | hit rate 1.2% among 410,000 | AID 588855; note: potency is the fitted concentration of half-maximal effect; % is set by controls: 0 for no effect and ±100 for the full control effect; nearly all actives have a fitted effect of over 65% in size
#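 Read-out: total well GFP (ex488/em500-530) summed from mean per-cell fluorescence. Cells: HEPG2 CAGA-GFP, 1% FBS DMEM, 18 h at 37 degrees C with 500 pg/mL final TGF-beta. Unstimulated wells served as the full-inhibition control; stimulated DMSO wells = 0%.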
# Nrf2 ARE act = activators of Nrf2 (ARE) signaling; AREc32 ARE-luciferase reporter (MCF7-derived line), luminescence, 24 h; Potency, µM (series often up to 46.1 µM), without a hit: top-dose activation, actives largely listed as activators; hit rate 0.31% among 410,000; note: potency is the fitted concentration of half-maximal effect; % of control where 0% means no effect; nearly all actives have a fitted effect of over 65% in size
#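 AREc32 cells carrying an ARE-driven firefly luciferase reporter were seeded at 1000 cells/well in OPTI-MEM with 5% FBS, then exposed to compound for 24 hr at 37 deg C. Luminescence was read with Steady-Glo after 30 min at RT.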
# MmCpn inh = inhibitors of Methanococcus maripaludis chaperonin (MmCpn) | AID 504842 | hit rate 0.031% among 330,000 | purified Mm-Cpn ATPase, ADP Transcreener TR-FRET | Potency, µM (titrated, usually from 76.9 µM), for inactives: at the top dose activity, negative = inhibition, most hits filed as inhibitors; note: potency is the fitted concentration of half-maximal effect; % is set by controls: 0 for no effect and ±100 for the full control effect; nearly all actives have a fitted effect of over 80% in size
#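 ATPase read-out: TR-FRET ADP immunoassay (anti-ADP Eu cryptate vs ADP-d2), ex 320 nm, em 590/665 nm; signal drops as ADP forms. Enzyme 25 nM, ATP 10 uM, 30 min at 37°C after 10 min compound preincubation.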
# HepG2 viability = kills HepG2 cells in TGF-b inhibitor counter-screen | HepG2 CAGA-GFP viability, ATP luminescence, 18 h | Potency, µM (highest dose often 46.1 µM), for inactives: at the highest dose activity change, negative = cytotoxicity, most hits filed as cytotoxic | hit rate 0.76% among 410,000; note: potency is the fitted concentration of half-maximal effect; some results filed as inactive show a strong effect at the top dose
#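 HepG2 CAGA-GFP cells (1000/well, DMEM with 1% FBS) received compound, then TGF-beta at 500 pg/mL final, and were incubated 18 hours at 37 degrees C. Viability was read by CellTiter-Glo luminescence. Media-only wells were set as complete cell-killing and DMSO as no toxicity.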
# The depositor's hits bear a star; i = inactive; ? = inconclusive; · = not tested or not shown; & = joins results of further samples; [ ] = remark or other dose. Unless noted, calls come from the whole dose curve; as a rule, active = well fitted curve in the direction sought with a large enough effect; inconclusive = small, poorly fitted or top-dose-only effect, or another doubt; inactive = no such curve, though single readings can be large; an effect the other way counts as inactive or inconclusive.
compound	Abeta rescue	pAkt inh	A549 viability	Nrf2 inh	CCT modulator	TGFb SMAD3 inh	Nrf2 ARE act	MmCpn inh	HepG2 viability
O=C(COC(=O)/C=C/c1cccc(F)c1)NC(=O)NCc1ccccc1	-6%	i	2%	?	-3.1	-24%	-2.3%	2%	-38%
CCNC(=O)C1(C)CCCN1C(=O)c1ccc2c(c1)OCO2 (stereo not given)	-5%	i	·	·	-0.7	-7%	-0.1%	·	-40%
O=C(c1cccnc1)N1CCN(C/C=C/c2ccccc2)CC1	2%	i	2%	-14%	0.5	-1%	-0.3%	0%	-2%
CCCCNC(=O)c1onc(CSc2cccc(OC)c2)c1C(=O)NCCCC	10%	i	3%	-23%	-1.2	?	0.0%	·	-3%
COC(=O)c1[nH]c2cc(OC)c(OC)cc2c1NC(=O)c1cccc(OC)c1	12%[9.22 µM]	i	-15%	·	0.5	20%	3.8%	1%	8%
CCOC(=O)C1CCCN(c2c(NCCc3cccc(C)c3)c(=O)c2=O)C1 (stereo not given)	1%	i	-3%	-13%	1.1	-14%	-0.4%	1%	-4%
Cc1ccccc1-c1ccnc2[nH]n(-c3ccccc3)c(=O)c12	14%&-3%	i	-5%&-8%	1%&-7%	-1.3	0%&-10%	0.2%&-0.2%	1%	1%&5%
NCCCCCc1nnc(SCc2ccc(Cl)cc2Cl)o1	-7%	·	3%	-11%	0.3	21%	-1.0%	0%	-51%
CS(=O)(=O)c1ccc(Cl)c(NC(=O)CSc2n[nH]c(N)n2)c1	8%	i	-6%	10%	3.3	-5%	-0.1%	2%	-4%
CCCCn1c(N)c(N(CC)C(=O)c2cc(Br)ccc2Cl)c(=O)[nH]c1=O	-11%	i	1%	-14%	-0.4	-22%	-0.3%	2%	-9%
O=C(NNC(=O)c1ccccc1O)c1ccc(NS(=O)(=O)c2ccc(F)c(F)c2)cc1	-8%	i	-5%	15%	-3.2	-2%	-0.6%	0%	-46%
O=[N+]([O-])c1ccccc1/C=N/N1CCN(c2ccncc2S(=O)(=O)N2CCCCC2)CC1	-24%	i	?	?	0.5	4%	0.5%	1%	-4%
COc1ccc(C(=O)Cn2nnc(-c3ccccc3NC(=O)c3ccco3)n2)cc1	2%	i	?	18µM*	1.2	-26%	0.6%	-5%	3%
CC(=O)NCc1ccc(C(=O)CSc2nnc(-c3ccncc3)n2Cc2ccccc2)o1	1%	i	1%	6%	-4.6	2%	0.0%	2%	-15%
CCc1ccc(C(=O)C(C)OC(=O)Cn2[nH]c(=O)c3ccccc3c2=O)cc1 (stereo not given)	2%	i	-1%	-12%	0.6	6%	0.3%	3%	-1%
COC(=O)[C@]12CCCCC=C1N(Cc1ccc(Cl)cc1Cl)C(=O)[C@H](CC(=O)NCCCCc1ccccc1)C2	-5%	i	·	·	-2.1	·	3.3%	·	·
CCCn1c(N)c(N(CCOC)C(=O)CSCC(=O)Nc2ccc(C)cc2)c(=O)[nH]c1=O	-4%	i	0%	2%	-0.6	0%	-0.6%	0%	-1%
N#Cc1cc(C(=O)c2cc(Cl)ccc2O)cn(-c2ccccc2)c1=O	2%	i	1%	13%	1.5	11%	2.9%	0%	4%
O=C(Nc1ccc2oc(-c3ccc(Cl)cc3)nc2c1)c1ccc2ccccc2c1	2%	·	7%	?	·	?	0.8%	·	10%
CC(=O)NS(=O)(=O)c1ccc(NC(=O)c2cc(-c3ccc(C)c(C)c3)nc3ccccc23)cc1	10%[9.22 µM]	i	8%	·	-0.5	0%	0.3%	-1%	9%
CCOC(=O)C1C(=O)C=C(c2cccs2)CC1c1ccccc1C (stereo not given)	-20%	i	-7%	3%	-1.5	9%	0.3%	-10%	3%
Cc1ccc(C(=O)Nc2ccccc2C(=O)NCC2CCCO2)cc1 (stereo not given)	1%	i	3%	-4%	-1.0	1%	-0.7%	-1%	10%
Cc1occc1-c1nnc(SCC(=O)NC2CCCCC2C)o1 (stereo not given)	-2%	i	-2%	0%	-1.0	-22%	-0.6%	-1%	-39%
CCOC(=O)c1c(NC(=O)C2COc3ccccc3O2)sc(C)c1C (stereo not given)	-1%	i	-1%	0%	-1.9	0%	2.8%	1%	-7%
COc1cc(OC)cc(C(=O)Nc2ccc(S(=O)(=O)N3CCOCC3)cc2)c1	0%	i	-3%	6%	-2.9	-2%	0.1%	-3%	-6%
CC(OC(=O)Cn1[nH]c(=O)c2ccccc2c1=O)C(=O)Nc1ccc(F)cc1 (stereo not given)	-11%	i	2%	-5%	-1.1	?	-0.1%	0%	3%
N#CC1=C(N)C(C#N)(C#N)C(c2cccnc2)C2CC(c3ccccc3)CC=C12 (stereo not given)	0%	i	-7%	·	1.5	-21%	?	1%	3%
CC(C)NC(=O)C(=O)NNC(=O)CCc1ccccc1	-17%	i	5%	6%	-2.0	-11%	-0.3%	0%	-14%
CCOC(=O)C1=C(C)Nc2ncnn2C1c1ccc(N(C)C)cc1 (stereo not given)	4%&-6%	i	-6%&12%	3%&-14%	-1.1&3.0	5%&-19%	0.3%&0.3%	-2%	2%&-2%
CCOC(=O)C1(C)CCCCCN1C(=O)c1ccc(OC)cc1 (stereo not given)	-7%	i	·	·	-0.5	7%	-1.3%	·	-1%
O=[N+]([O-])c1cccc(S(=O)(=O)N2CCN(S(=O)(=O)N3CCCCCC3)CC2)c1	10%	i	1%	-22%	-1.1	37%[activator]	-0.7%	0%	3%
Cc1cc2oc(C(=O)Nc3sc4c(c3C(=O)NCc3ccccc3)CCCC4)cc(=O)c2cc1C	-12%	·	-4%	1%	·	26%	-0.4%	·	1%
O=C(Nc1ccc(OCC(=O)N2CCOCC2)cc1)c1ccccc1F	-4%	i	-4%	?	0.7	-2%	0.1%	1%	6%
COc1ccc2cc(C[C@@H]3CC[C@@H](CNC(N)=O)O3)ccc2c1	-15%	i	2%	21%	-0.9	-3%	7.4%	2%	-1%
CN1CCN(C(=O)c2c(O)c3cccc4c3n(c2=O)CCC4)CC1	13%	i	-2%	14%	0.4	4%	-0.6%	1%	-1%
COc1ccc(C(=O)N2CCc3ccccc32)cc1S(=O)(=O)N1CCOCC1	-26%	i	0%	-7%	-2.6	-22%	2.9%	3%	-7%
COc1ccccc1NC(=O)COC(=O)[C@@H]1CCCN1C(=O)c1cccs1	14%	i	-12%	2%	0.6	2%	-0.6%	0%	-4%
O=S(=O)(NCc1ccc2c(c1)OCO2)c1cccc2nsnc12	4%	i	8%	8%	-0.4	-7%	-0.2%	-4%	-40%
Cc1cccc2cc(C#N)c(NCCNC(=O)COc3ccccc3)nc12	-19%	i	?	?	-3.3	-8%	0.5%	-4%	-29%
CCOC(=O)c1ccc(Oc2coc3cc(O)ccc3c2=O)cc1	-10%	i	3%	?	0.5	0%	0.0%	-4%	-12%
O=C(CSc1nnc(-c2ccco2)o1)N1CCN(c2ccccc2)CC1	-21%	i	-4%	-3%	-3.4	8%	-0.5%	1%	3%
COc1ccc(OC)c(C(=O)Nc2ccc3[nH]ccc3c2)c1	-15%	i	1%	?	-5.0	7%	14%	·	2%
CCCCc1c(CCC)c(=N)c2ccccc2n1C	-6%	i	-8%	-14%	-1.3	-26%	-0.4%	-2%	-10%
O=C(Nc1cccs1)OCCN1CCN(Cc2ccccc2)CCC1=O	-9%	i	-1%	8%	-0.9	-9%	-1.2%	-1%	-14%
O=C(Nc1nc2ccccc2[nH]1)c1ccccc1OC(F)F	-13%	i	6%	?	-1.1	?	13%	1%	-26%
C/C(=N\NS(=O)(=O)c1ccc(C)cc1)c1cccs1	21%	i	-1%	?	-1.6	-25%	1.8%	-10%	-18%
Cc1ccc(CN2C(=O)CCC2C(=O)NCCCN2CCCC(C)C2)cc1 (stereo not given)	7%	i	-3%	7%	-4.0	-1%	-0.1%	0%	11%
OC1(CNCc2ccccc2)C2CC3CC(C2)CC1C3 (stereo not given)	3%	i	-4%	3%	-3.3	24%	0.5%	1%	-31%
Cc1ccc(CSc2nc3cccnc3n2Cc2ccc(C(=O)NC3CCCCC3)cc2)cc1	7%	·	-24%	?	·	-18%	0.2%	·	-24%
Cc1n[nH]c(=O)c2c(NC(=O)CSc3ccc(F)cc3)oc(C)c12	17%	i	-4%	-11%	-3.3	-12%	0.3%	1%	-1%
O=C1CN(C(=O)CN2C(=O)NC3(CCCCC3)C2=O)c2ccccc2N1	-10%	i	0%	6%	-0.4	0%	0.4%	-5%	-3%
c1csc(-c2noc(CN3CCN4CCCC4C3)n2)c1 (stereo not given)	2%	i	6%	11%	2.1	-2%	4.4%	-6%	-4%
COc1ccc(-c2nnn(CC(=O)N(c3cccc(O)c3)C(C)C(=O)NC3CCCC3)n2)cc1OC (stereo not given)	6%	i	-12%	-11%	-1.5	5%	-0.3%	-5%	21%
COC(=O)c1ccc(NC(=O)Cc2ccc(F)cc2)cc1	8%	i	6%	33%	0.1	1%	0.1%	-3%	-10%

# Compounds as they come; any-hit rate near 4.3%.
